# Source: PubChem
# Mtb RmlCD inh = blocks M. tuberculosis RmlC and RmlD coupled enzymes; P9WH09+P9WH11; RmlC+RmlD coupled enzyme assay, percent inhibition; primary screen in compound mixtures; inhibition, % at 3.6 µM; actives 0.03% (n = 160,000); AID 1533; in the data active = inhibition mostly above about 34%, no sharp cut-off; inconclusive = no clear call, values can overlap the other calls; inactive = mostly below about 22%; also: some results filed as inactive read as strong as hits
# Target sequence (P9WH09 whole entry, looked up): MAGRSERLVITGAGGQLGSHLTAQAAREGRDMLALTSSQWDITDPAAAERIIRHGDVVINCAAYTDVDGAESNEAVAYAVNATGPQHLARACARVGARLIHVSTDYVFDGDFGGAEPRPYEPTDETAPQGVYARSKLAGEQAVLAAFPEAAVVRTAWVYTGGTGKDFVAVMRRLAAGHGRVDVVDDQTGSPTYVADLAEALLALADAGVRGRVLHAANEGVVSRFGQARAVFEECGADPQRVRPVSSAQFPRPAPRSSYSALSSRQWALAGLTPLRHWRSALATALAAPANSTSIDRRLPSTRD
# Target sequence (P9WH11 whole entry, looked up): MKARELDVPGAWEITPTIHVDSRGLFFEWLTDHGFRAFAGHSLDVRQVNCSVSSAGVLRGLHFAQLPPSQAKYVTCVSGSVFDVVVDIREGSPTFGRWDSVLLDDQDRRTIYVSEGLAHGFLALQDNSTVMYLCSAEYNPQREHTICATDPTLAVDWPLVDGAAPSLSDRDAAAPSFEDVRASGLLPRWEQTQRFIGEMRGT
# M. tuberculosis GlmU = inhibition of mycobacterial GlmU enzyme – biochemical, glucosamine-1-phosphate acetyltransferase (AID 1376); M. tuberculosis GlmU acetyltransferase enzyme assay; higher % means a stronger effect; one-dose inhibition, %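 (tested at 30 µM in the primary screen)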; IC50 in µM for titrated hits; actives 0.25% (n = 220,000); in the data active = inhibition above about 13%; inconclusive = no clear call, values can overlap the other calls;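 also: 0% = complete reaction with vehicle and 100% = reaction without substrate; strong numbers were not always called active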
# Starred values were filed as active, the others as inactive; ? = inconclusive; / = not tested or not shown. Not all compounds are listed; rates above refer to the full screens.
item	molecule	Mtb RmlCD inh	M. tuberculosis GlmU
1	CCN=c1scc(-c2ccco2)n1/N=C/c1ccc(OC)c(O)c1	48	7.4%
2	O=c1c2ccccc2nc(SCc2nnc(-c3ccccc3Br)o2)n1Cc1ccco1	-6	5.2%
3	Cc1ccc(N(Cc2cc3ccccc3[nH]c2=O)C(=O)c2cccs2)cc1C	/	1.2%
4	Cc1ccc(-c2nc3ccccn3c2Nc2ccccc2)o1	-24	3.4%
5	COC/C=C/C1=CC2=CC(=O)C(C)(OC(=O)C3CCCC3)C(=O)C2=CO1 (stereo not drawn)	-16	5.7%
6	O=C(CN1C(=O)c2ccc([N+](=O)[O-])cc2C1=O)Nc1nccs1	6	0.7%
7	COc1cccc(C(c2nnnn2CC2CCCO2)N2CCN(C(=O)c3ccco3)CC2)c1OC (stereo not drawn)	-14	0.2%
8	Cn1nnnc1SCC(=O)Nc1ccc(Oc2ccc(Cl)cc2)cc1	/	-0.6%
9	Cc1ccc(C(=O)CN2/C(=C(\O)c3ccccc3)C(=O)c3ccccc3S2(=O)=O)c(C)c1	16	0.7%
10	Cn1c(=O)c2c(nc(SCCCC#N)n2Cc2c(F)cccc2Cl)n(C)c1=O	-5	-0.1%
11	CSc1ccccc1NC(=O)CN1CCN(Cc2ccccc2)CC1	5	-3.6%
12	OCCN(Cc1ccccc1)Cc1ccc(C(F)(F)F)cc1	-11	-0.1%
13	O=c1cc(CO)oc(C(Nc2ccccn2)c2ccc(C(F)(F)F)cc2)c1O (stereo not drawn)	0	1.7%
14	COc1ccc(N2C(=O)CC(Sc3nnnn3-c3ccc(F)cc3)C2=O)cc1 (stereo not drawn)	-5	-6.2%
15	O=C(COc1cccc2c1CCN(Cc1ccccc1F)C2=O)N1CCOCC1	-13	3.4%
16	CCOC(=O)C1CCN(Cc2cc(=O)n3c(-c4ccccc4)csc3n2)CC1	1	-3.8%
17	Cc1oc(-c2ccccc2)nc1C(=O)O	2	3.5%
18	O=c1c2ccccc2nc(-c2ccccc2)n1Cc1ccccc1	-11	6.6%
19	CCC(=O)Nc1ccc(-c2ccc(NC(=O)CC)c(OC)c2)cc1OC	-5	-2.8%
20	CCn1cc(Br)c(C(=O)Nc2ccc(OC)cc2)n1	/	3.3%
21	CCC(=O)NC(c1ccccc1OC)c1ccc2cccnc2c1O (stereo not drawn)	/	4.4%
22	CCOC(=O)NC(=O)C(=CNNc1ncc(C(F)(F)F)cc1Cl)C(=O)NC(=O)OCC	-5	1.1%
23	O=C(N1CCCCC1)C12CC3CC(CC(C3)C1)C2	/	0.7%
24	Cc1nnc(SCc2ccc(Cl)cc2Cl)[nH]c1=O	-6	-4.7%
25	O=C(NCC(c1cccs1)N1CCOCC1)c1ccc(Cl)c([N+](=O)[O-])c1 (stereo not drawn)	95	-0.3%
26	CCOC(=O)CNc1c(-c2ccc(OC)cc2)nc2ccc(Cl)cn12	/	-2.5%
27	O=C(NCCN1CCOCC1)N1c2ccccc2Sc2ccccc21	-13	1.0%
28	COC(=O)C1=C(C)NC(=S)NC1c1ccc(OC(=O)c2ccco2)cc1 (stereo not drawn)	3	4.9%
29	CC(NC(=S)Nc1ccccc1)C(c1cccs1)N1CCOCC1 (stereo not drawn)	4	9.6%
30	CC(C)(C)C1CCc2c(sc(N)c2C(N)=O)C1 (stereo not drawn)	/	-3.6%

# Compound profiles, from the list above. Order of values: Mtb RmlCD inh, M. tuberculosis GlmU
# Cc1ccc(N(Cc2cc3ccccc3[nH]c2=O)C(=O)c2cccs2)cc1C is listed as /, 1.2%
# Cc1ccc(-c2nc3ccccn3c2Nc2ccccc2)o1 is listed as -24, 3.4%

# An excerpt from above in order of number of heavy atoms, descending:
item	molecule	Mtb RmlCD inh	M. tuberculosis GlmU
16	CCOC(=O)C1CCN(Cc2cc(=O)n3c(-c4ccccc4)csc3n2)CC1	1	-3.8%
21	CCC(=O)NC(c1ccccc1OC)c1ccc2cccnc2c1O (stereo not drawn)	/	4.4%
18	O=c1c2ccccc2nc(-c2ccccc2)n1Cc1ccccc1	-11	6.6%
30	CC(C)(C)C1CCc2c(sc(N)c2C(N)=O)C1 (stereo not drawn)	/	-3.6%
17	Cc1oc(-c2ccccc2)nc1C(=O)O	2	3.5%

# Following part.
item	molecule	Mtb RmlCD inh	M. tuberculosis GlmU
31	Cc1ccccc1C1CCCN(C(=O)c2cc(COc3c(F)cccc3F)on2)C1 (stereo not drawn)	-3	-5.3%
32	CC1=C(C(=O)OC(C)C)C2(O)C(=O)c3ccccc3C2(O)N1 (stereo not drawn)	/	-3.5%
33	CCCCC(CC)CNC(=O)Cn1c(=S)[nH]c2ncccc2c1=O (stereo not drawn)	6	-2.5%
34	O=C(CC(c1ccccc1)C1CCCCC1=O)c1ccco1 (stereo not drawn)	/	-4.1%
35	CC(=O)N1N=C(c2ccccc2)CC1c1cn(Cc2ccccc2)c2ccccc12 (stereo not drawn)	-8	2.1%
36	CCc1nnc(NC(=O)c2ccc(S(=O)(=O)NCC(C)C)cc2)s1	/	0.7%
37	CNc1nc(OCC(F)(F)F)nc(N2CCOCC2)n1	-1	-2.9%
38	COc1ccc(OC)c(C2CC(=O)C(C)C(c3cc(OC)ccc3OC)N2)c1 (stereo not drawn)	8	-8.9%
39	CCOc1ccc(CCNC(=O)CN2C(=O)NC(CCSC)C2=O)cc1OCC (stereo not drawn)	9	-5.4%
40	Cc1cc(C)cc(N=c2c([N+](=O)[O-])nn(-c3cccc(Cl)c3)n2O)c1	/	0.6%
41	Cc1ccc(-n2c(SCc3cc(=O)n4ccsc4n3)nnc2-c2cccnc2)c(C)c1	12	/
42	O=C(c1cccc(C(F)(F)F)c1)C1CCCN(C(=O)CCCn2cncn2)C1 (stereo not drawn)	/	-1.5%
43	CCNc1cc(Cl)nc(SC)n1	7	/
44	Cc1ccc(CNS(=O)(=O)c2c(C)n(C)c(=O)n(C)c2=O)cc1	35	2.0%
45	CC(=O)c1cccc(NC(=O)CCOc2ccccc2)c1	9	0.6%
46	COC(=O)COc1ccc(C2NC(=O)NC(c3ccccc3)=C2C(C)=O)cc1OC (stereo not drawn)	-7	-2.5%
47	COC(=O)c1cn(CCOc2ccccc2F)c2ccccc12	/	1.1%
48	O=C1CCC([N+](=O)[O-])C(c2cccc3ccccc23)N1 (stereo not drawn)	-3	-1.2%
49	Cn1cnnc1SCC(=O)NCc1cccc(C(F)(F)F)c1	-1	2.3%
50	CSc1nc2c(c(=O)[nH]1)C(c1ccncc1)C(C(=O)OC(C)C)=C(C)N2 (stereo not drawn)	-4	-3.5%
51	O=C1CCN(S(=O)(=O)c2ccc(Cl)cc2)CCN1	/	-7.1%
52	CCOC(=O)c1cnc(Nc2nc3ccccc3o2)nc1CSc1ncccn1	/	2.9%
53	O=C(c1ccc2c(c1)OCO2)N1CCC2(CC1)Oc1ccc(F)cc1C(=O)C21CC(c2ccc(Cl)cc2)=NO1 (stereo not drawn)	5	7.6%
54	CC(=O)c1cnc2sccn2c1=O	-7	-5.9%
55	Cc1c(NC(=O)CSCc2ccc(Br)cc2)c(=O)n(-c2ccccc2)n1C	3	2.9%
56	CC(C)CC(NC(N)=O)C(=O)Nc1ccc(Cl)c(Cl)c1 (stereo not drawn)	-13	-2.9%
57	Cc1cccc(OCC(=O)OCC(=O)c2c(N)n(C)c(=O)n(C)c2=O)c1C	12	1.4%
58	COC(=O)c1cc(C(=O)OC)cc(N2C(=O)CN=C2Nc2nc(C)cc(C)n2)c1	/	3.9%
59	Cc1ccc(Nc2nnc(SC3CCOC3=O)s2)c(C)c1 (stereo not drawn)	-17	3.1%
60	CC(C)CCNc1cc(=O)n(C)c(=O)n1C	-3	2.4%
61	COC(C[C@@H](O)C[C@H](O)[C@H](C)OCc1ccccc1)OC	/	4.3%
62	COc1ccc(S(=O)(=O)N(CCC#N)Cc2ccco2)cc1OC	6	1.8%
63	O=C(CSc1nnc(Cc2ccccc2)o1)NCc1ccc2c(c1)OCO2	-13	-5.8%
64	CC1(C)CN(c2ccc(N3CC(C)(C)C3=O)cc2)C1=O	-10	2.2%
65	CC(=O)c1nn(-c2ccccc2)cc1C(=O)c1ccc(Br)cc1	/	1.8%
66	COCCCNC(=O)c1ccc(N(C)S(=O)(=O)c2ccc(OC)cc2)cc1	-4	0.7%
67	Nc1nc(SCC(=O)NCCc2ccccc2)[nH]c(=O)c1-c1ccccc1	-7	0.5%
68	O=C1c2cccnc2C(=O)N1CNc1ccc(Cl)cc1	9	5.0%
69	Cn1c(N)c(C(=O)CSc2nc(N)cc(N)n2)c(=O)n(C)c1=O	7	-0.8%
70	O=C(COC(=O)c1sc2ccccc2c1Cl)Nc1ncc(Cl)cc1Cl	/	-2.0%
71	N#Cc1cccc(Cn2cc(C(F)(F)F)ccc2=O)c1	/	-7.4%
72	COCCN1C(=O)C(O)=C(C(=O)c2ccco2)C1c1cccc(Oc2ccccc2)c1 (stereo not drawn)	3	0.9%
73	Cc1sc(NC(=O)C2CCCO2)c(C(N)=O)c1C (stereo not drawn)	/	0.9%
74	N=c1sccn1CC(=O)Nc1cc(Cl)ccc1Oc1ccccc1	-13	-5.5%
75	Cc1cc(C)n2nc(SCC3COc4ccccc4O3)nc2n1 (stereo not drawn)	-9	0.3%
76	CCOC(=O)CC(NC(=O)c1ccco1)c1ccc(OC)cc1 (stereo not drawn)	25	2.7%
77	O=C(NCc1ccc2c(c1)OCO2)C1CCC(CNS(=O)(=O)c2ccccc2)CC1 (stereo not drawn)	7	-0.6%
78	Cc1ccc(C)c(C(=O)COC(=O)CCCC(=O)Nc2cc(C(F)(F)F)ccc2Cl)c1	21	-3.9%
79	COc1ccc(OCC(=O)N2CCc3c([nH]c4ccccc34)C2c2ccccn2)cc1 (stereo not drawn)	2	-6.0%
80	Cc1ccc(CSc2nnc(CC(=O)Nc3ccc(C)cc3)n2C)cc1	-6	-0.3%
81	Fc1ccc(C2c3[nH]c4ccccc4c3CCN2Cc2ccoc2)cc1 (stereo not drawn)	6	1.7%
82	O=C(NCCN1CCOCC1)c1ccc(NC(=O)C2COc3ccccc3O2)cc1 (stereo not drawn)	-7	-7.7%
83	CCOC(=O)c1cnn2c(N)c(C#N)nnc12	-2	3.6%
84	CCOC(=O)c1ccc(NC(=O)Nc2ccc(F)cc2)cc1	45	-0.6%
85	CCC(=O)Nc1cccc(NC(=S)NC(=O)c2cccc(C)c2)c1	-5	-6.8%
86	CC(C)CCC1=NN(C(=O)c2ccco2)C(O)(C(F)(F)F)C1 (stereo not drawn)	8	3.7%
87	Cc1ccc(C(=O)N/C(=C\c2ccc([N+](=O)[O-])cc2)C(=O)NCCc2ccccc2)cc1	-1	0.2%
88	COc1ccc(OCC(=O)N/N=c2\oc3c(OC)cccc3cc2C(N)=O)cc1	17	2.4%
89	O=S(=O)(c1cccc(S(=O)(=O)N2CCCC2)c1)c1cccc(S(=O)(=O)N2CCCC2)c1	?	4.9%
90	CCO[C@H]1OC(C(=O)NC2CC2)=C[C@@H](c2ccc3c(c2)OCO3)[C@@H]1CCCO	/	-0.5%

# The list goes on.
item	molecule	Mtb RmlCD inh	M. tuberculosis GlmU
91	O=C(O)c1nc(-c2ccccc2)n(-c2ccc(Cl)cc2)n1	5	-3.8%
92	COCCn1c(Cc2ccccc2)nnc1SCC(=O)NC(C)C	-8	/
93	O=C(NCc1ccccc1)Nc1cccc2ccccc12	17	3.3%
94	O=C(Nc1ccc(OCC(F)(F)C(F)F)cc1)c1ccncc1	/	-2.7%
95	Cc1nn(-c2ccccc2)c2nc(N)c(C#N)c(-c3ccc(C(C)(C)C)cc3)c12	-6	-13%
96	Cc1onc(-c2ccccc2)c1C(=O)NCCc1ccc(Cl)cc1	-6	0.7%
97	O=C(NCC12CC3CC(CC(C3)C1)C2)c1nn2cccnc2c1Cl	67	-5.7%
98	CCOC(=O)C(CCCCP(=O)(c1ccccc1)c1ccccc1)(NC(C)=O)C(=O)OCC	-2	1.5%
99	Cc1cc(C)c2cc3c(N)c(C(=O)Nc4c(C)[nH]c(=O)[nH]c4=O)sc3nc2c1	5	4.7%
100	Oc1cccc(NC(=S)Nc2ccc(SC(F)F)cc2)c1	2	2.5%
101	FC(F)(F)c1cc(Sc2ccccc2)nc(-c2ccccn2)n1	/	3.9%
102	CCCn1c(-c2ccc(OC)cc2)nc2c(=O)n(C)c(=O)[nH]c21	/	1.8%
103	NS(=O)(=O)c1ccc(-c2ccc(C=O)o2)cc1	-12	-3.7%
104	Cn1c(=O)c2c(nc(-n3ccnc3)n2C)n(C)c1=O	11	1.2%
105	CCS(=O)(=O)Nc1ccc(C(=O)OC)cc1	/	-5.9%
106	CC(C)c1ccc2[nH]c(O)c(N=NC(=O)c3cccc(S(=O)(=O)Nc4ccccc4Cl)c3)c2c1	3	5.2%
107	Cc1ccc(-n2nc(C)c(C(=O)O)n2)c(C)c1	31	-7.4%
108	CCOc1ccc2nc(NCCNC(=O)C3CC3)c(C)cc2c1	/	1.3%
109	COc1ccccc1NC(=O)C1=C(C)Nc2nnnn2C1c1cccc(C)c1 (stereo not drawn)	9	-2.5%
110	COC(=O)C1=C[C@@H](C(=O)OC)[C@@H]2C3=C(C(=O)[C@]2(C)NC(=O)c2ccccc2)[C@H](C)n2c(=O)n(C)c(=O)n2[C@@H]3C1	/	-2.8%
111	Cc1c(NC(=O)CSc2nc3ccccc3[nH]2)c(=O)n(-c2ccccc2)n1C	1	7.5%
112	Cc1noc(C)c1COC(=O)CCc1nc2ccccc2c(=O)[nH]1	/	0.9%
113	Cc1cccc(NC(=O)Nc2ccccn2)c1C	/	0.8%
114	CSc1ncccc1C(=O)OCc1ccc(C#N)cc1	-8	3.9%
115	O=C1C=C(Nc2ccccc2)CC(c2ccccc2)C1 (stereo not drawn)	4	-5.5%
116	CN(C)/C=N/c1sc2c(c1C(N)=O)CCCC2	5	10%
